# CHO-K1 Ca antag: counter-screen for M1 antagonists: effect in parental CHO-K1 cells; AID 602250; ATP-induced calcium, Fluo-8 fluorescence; inhibition, % at 3 µM; hit rate 0.6% among 360,000;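 active = inhibition above a per-plate cutoff, the plate's mean sample inhibition plus 3 SD, cut at about 24% in these data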;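 also: 0% = DMSO plus EC80 ATP and 100% = DMSO alone without ATP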
# TAAR1 ag: human TAAR1 agonists, primary screen, Fluo-8 calcium fluorescence, CHO RD-HGA16 cells | Trace amine-associated receptor 1 (Homo sapiens), Q96RJ0 | vehicle wells 0%, saturating PEA agonist 100% | activation, % at 3 µM | hit rate 0.99% among 360,000;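 active = activation above the mean activation of all test compounds in the run plus 3 SD, cut at about 38% in these data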
# Target sequence (Q96RJ0 whole entry, looked up): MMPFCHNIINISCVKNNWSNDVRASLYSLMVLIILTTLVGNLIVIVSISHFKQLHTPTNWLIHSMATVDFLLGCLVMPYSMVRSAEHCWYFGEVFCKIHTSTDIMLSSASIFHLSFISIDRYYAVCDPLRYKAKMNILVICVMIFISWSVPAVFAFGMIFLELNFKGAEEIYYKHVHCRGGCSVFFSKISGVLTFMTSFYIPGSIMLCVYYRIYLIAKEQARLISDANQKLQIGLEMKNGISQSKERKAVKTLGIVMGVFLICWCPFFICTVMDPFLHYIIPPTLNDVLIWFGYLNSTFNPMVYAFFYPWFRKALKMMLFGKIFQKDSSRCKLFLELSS
#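 System: CHO RD-HGA16 cells carrying human TAAR1 plus Gα16; Incubation: 17-24 h seeding, 75 min 37 °C dye, 30 min RT; Measured by: Fluo-8 fluorescence, 5 s baseline then 140 s kinetic read; Control set: DMSO and PEA EC100; Replication: single well for each compound.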
# CHO-K1 Ca PAM: nonselective calcium activators in parental CHO-K1 cells, primary screen, counter-screen for M1 PAM project, cell-based, Fluo-8 calcium fluorescence, full deck, 1536-well; ATP EC20; 0% at ATP EC20, 100% at ATP max; activation, % at 3 µM; hit rate 0.02% among 360,000; AID 602247, 2012;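 active = activation above the run cutoff, the mean activation of all test compounds plus 3 SD, cut at about 40% in these data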;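 also: peak over basal fluorescence ratio in a 140 s read after ATP addition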
# M1 ag: human M1 muscarinic receptor agonists, primary screen, Fluo-8 calcium fluorescence, CHO-K1 cells, HTS | CHO-K1 hM1, agonist mode; 0% DMSO, 100% acetylcholine EC100 | activation, % at 3 µM | hit rate 0.33% among 360,000;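 active = activation above the run's mean compound activation plus 3 SD, cut at about 16% in these data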;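 also: peak over basal fluorescence ratio within a 140 s kinetic read after compound addition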
# Target sequence (P11229 whole entry, looked up): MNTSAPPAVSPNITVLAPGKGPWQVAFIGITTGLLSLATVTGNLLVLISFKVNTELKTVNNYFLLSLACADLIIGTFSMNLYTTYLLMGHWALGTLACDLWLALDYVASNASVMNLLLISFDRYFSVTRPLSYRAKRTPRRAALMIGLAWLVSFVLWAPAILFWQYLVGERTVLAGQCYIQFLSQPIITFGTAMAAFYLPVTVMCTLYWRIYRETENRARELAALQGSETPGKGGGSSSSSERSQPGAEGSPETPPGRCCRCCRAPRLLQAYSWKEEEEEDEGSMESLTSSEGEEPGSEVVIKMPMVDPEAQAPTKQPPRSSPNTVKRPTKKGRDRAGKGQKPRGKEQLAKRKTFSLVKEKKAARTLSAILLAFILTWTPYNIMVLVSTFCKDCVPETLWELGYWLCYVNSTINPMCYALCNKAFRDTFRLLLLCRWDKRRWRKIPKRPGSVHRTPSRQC
# OXTR potentiator: human OXTR potentiators, primary screen, fluorescence, CHO-OTR cells, Fluo-8 calcium; hit rate 0.061% among 320,000; activation, % at 3 µM; Fluo-8 calcium fluorescence, potentiator mode; 0% = oxytocin EC15, 100% = EC100; Oxytocin receptor (Homo sapiens), P30559;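 active = activation above that plate's cutoff, the mean activation of tested compounds plus 3 SD, cut at about 6.6% in these data, passing the limit was not always enough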;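 also: 100% uses oxytocin at 75 nM as the full agonist control; some results filed as inactive read as strong as hits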
#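 Assay system: CHO-OTR cells, human receptor / Also added: oxytocin at about EC15, sub-maximal agonist stimulus / Dosing: single dose, 3.0 µM nominal final compound concentration / Incubation: 6 min pre-incubation, 100 s read / Technique: Fluo-8 calcium dye fluorescence / Read-out: % activation vs EC15 and EC100 oxytocin / Benchmarks: EC15 oxytocin low, 75 nM oxytocin high / Replicates: singlicate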
# TAAR1 antagonist: human TAAR1 antagonists, primary screen, Fluo-8 calcium fluorescence, CHO RD-HGA16 cells; antagonist; inhibition, % at 3 µM; hit rate 1.5% among 360,000; AID 624466, 2012;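 active = inhibition above a per-plate cutoff, the mean inhibition of test compounds on that plate plus 3 SD, cut at about 49% in these data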;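 also: 0% = DMSO plus EC80 beta-PEA response and 100% = DMSO alone without agonist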
#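 Assay system: CHO-derived RD-HGA16 cells stably expressing human TAAR1 plus Gα16. Timing: 140 s kinetic read after compound, 140 s after agonist. Technique: kinetic Fluo-8 calcium fluorescence measurement. Measure: % inhibition of agonist calcium response.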
# CHO parental Ca: ATP-evoked calcium signal inhibitors, parental CHO, primary screen, counter-screen for OX1R antagonist project, cell-based, fluorescence, Fluo-8 calcium dye | parental CHO-K1, ATP-induced calcium, Fluo-8 fluorescence | inhibition, % at 5.6 µM | hit rate 0.63% among 330,000 | AID 463079, 2010;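 active = inhibition above that plate's mean sample inhibition plus 3 SD, cut at about 26% in these data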;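 also: 0% = ATP-challenged DMSO wells and 100% = DMSO wells without ATP; some compounds past the cut are filed as inactive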
#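 Test system: untransfected parental CHO cell line; also added: ATP stimulus; dosing: 5.6 µM, single dose; signal: calcium-sensitive Fluo-8 fluorescence; measure: percent inhibition of ATP-evoked calcium rise, normalized to controls; benchmarks: low control ATP plus DMSO, high control DMSO only; replication: one well per compound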
# CHRM1 antagonist: human M1 muscarinic receptor antagonists, primary screen, CHO-K1 cells, Fluo-8 calcium fluorescence, 1536-well; CHO-K1 hM1, ACh EC80 antagonist; inhibition, % at 3 µM; hit rate 1.3% among 360,000; AID 588852, 2011;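 active = percent inhibition above its own plate's cutoff, namely the mean of that plate's compound wells plus 3 SD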;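 also: peak over basal fluorescence ratio during 140 s after agonist addition; 0% = ACh EC80 plus DMSO and 100% = DMSO alone without agonist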
# CHO-K1 Ca ag: counter-screen for M1 agonists: effect in parental CHO-K1 cells; Fluo-8 calcium fluorescence; scaled to maximal ATP response, vehicle zero; activation, % at 3 µM; hit rate 0.48% among 360,000; AID 602248, 2012; in the data active = activation above about 15%;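 also: untransfected CHO-K1 host cells lacking M1 receptor as counterscreen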
# Starred values were filed as active, the others as inactive; x = no result given.
SMILES,CHO-K1 Ca antag,TAAR1 ag,CHO-K1 Ca PAM,M1 ag,OXTR potentiator,TAAR1 antagonist,CHO parental Ca,CHRM1 antagonist,CHO-K1 Ca ag
COc1ccc(N2CCN(C(CNC(=O)COc3ccccc3)c3ccco3)CC2)cc1 (stereo not given),10.9,1.8,-25.0,-2.3,2.6,-0.2,-20.9,0.9,7.4
CCN1C(=Nc2ccc(Cl)cc2)SC/C1=C\C(=O)OC,-26.4,-1.2,25.9,-2.6,-3.9,-23.0,-14.6,-2.8,1.0
NC(=O)CN1C(=O)C(=O)N(Cc2cccc(Cl)c2)C1=O,-11.3,6.8,10.9,-3.1,-1.6,-20.4,3.6,-7.1,0.2
Cc1cc(N2CCOCC2)nc(-c2ccc([N+](=O)[O-])cc2)n1,-6.5,0.5,18.8,-6.7,-3.8,-12.6,-3.6,2.0,0.5
O=C(NCCN1CCOCC1)/C(=C\c1ccccc1F)NC(=O)c1ccccc1,-2.3,8.3,14.3,0.0,5.8,-3.9,-18.2,-8.2,3.9
NC(=O)C1CCN(C(=O)c2cc3n(n2)C(C(F)(F)F)CC(c2ccco2)N3)CC1 (stereo not given),3.1,0.4,11.5,-1.6,-4.9,-6.4,13.2,-4.7,0.6
COc1ccc(Br)cc1-c1noc(-c2ccccc2)n1,-7.2,2.8,6.5,-4.7,-6.7,-7.5,-8.4,-10.7,0.0
Cc1c(C(=O)N2CCCC2)c(S(=O)(=O)Nc2cccc(Br)c2)c(C)n1C,-0.8,2.2,10.6,-1.6,-9.3,-10.1,-12.2,-12.5,-0.2
COc1ccc(NC(=O)CC(=O)Nc2ccc(OC)cc2OC)c(OC)c1,-12.1,6.0,9.4,-1.7,-5.5,8.6,-8.9,-6.8,0.2
CC(=O)c1ccc(N2CCN(C(=O)CCCn3c(=S)[nH]c4cc5c(cc4c3=O)OCO5)CC2)cc1,4.8,3.8,8.9,-3.9,-4.0,-12.3,-0.8,-5.7,0.3
CC(C)(C)C(=O)NC1CC2CCCC(C1)N2C(=O)Nc1ccccc1Cl (stereo not given),-7.4,1.5,-1.5,-9.7,x,0.8,x,-9.7,-0.1
CCOC(=O)C1=C(C)N(C2CCCCC2)C(=O)C1,-8.6,-0.2,12.6,-5.1,-14.9,1.6,17.6,-2.5,0.1
COC(=O)C1OC1c1cc([N+](=O)[O-])ccc1OC (stereo not given),-5.7,2.9,3.3,4.1,x,1.4,x,-13.0,0.2
Cc1cccc2sc(N(CCCN(C)C)C(=O)c3nc4ccccc4s3)nc12,1.4,1.4,11.2,-8.6,-4.8,-9.6,-1.9,4.5,12.5
Cc1cccc(N(CC(=O)N2CCCC2)S(C)(=O)=O)c1,10.1,0.8,-18.2,-1.8,-2.1,-9.9,-10.8,-11.5,-0.9
O=c1sc(N2CCN(c3ccccc3F)CC2)nc2ccsc12,5.8,-0.4,11.3,-3.6,-7.5,-35.7,-7.3,-6.9,2.0
CCOC(=O)c1ccc(NC(=O)c2nc[nH]c2C(=O)N[C@H](C)CO)cc1,-0.7,0.0,10.1,-3.0,x,-18.9,x,-9.4,0.6
CCN(C(=O)COC(=O)c1ccc2[nH]c3c(c2c1)CCCC3)C1CCS(=O)(=O)C1 (stereo not given),-11.4,0.1,10.2,-14.0,-3.9,9.8,-19.3,3.3,0.8
COCCOc1ccc(C(F)(F)F)cc1NC(=O)COC(=O)c1ccc(N2CCCC2=O)cc1,0.0,5.2,8.3,-2.5,-5.3,2.2,-18.8,-4.0,0.2
COc1cc(C(=O)N2CCc3ccccc32)ccc1OCc1c(C)noc1C,-4.0,4.8,13.5,0.0,-7.4,-12.0,-22.2,1.1,4.6
COc1ccc(Cl)cc1-c1cc(C(=O)NCC2CCCCC2)[nH]n1,-4.3,1.1,10.7,-8.0,x,-0.7,x,-0.6,1.1
COc1ccc(C2=Nn3c([n+](C)c4ccccc43)SC2)cc1,-16.0,1.7,9.4,-7.7,-18.4,11.8,-17.8,-2.3,0.2
CCC(C)NC(=O)CSc1nc2ccccc2c(=O)n1CCCN1CCCCC1 (stereo not given),-3.6,0.2,16.4,-8.0,-1.0,-14.8,-18.0,-5.2,0.3
CC(C)Cc1cc(C(=O)Nc2ccc(F)cc2F)no1,0.8,1.7,0.7,-6.6,1.4,8.1,6.0,-10.2,0.6
O=C(O)c1cccc(NS(=O)(=O)c2ccc3c4c(cccc24)C(=O)N3)c1,-1.6,-2.6,27.4,-1.9,-2.5,-6.9,-7.9,-23.9,0.7

# Next structures:
SMILES,CHO-K1 Ca antag,TAAR1 ag,CHO-K1 Ca PAM,M1 ag,OXTR potentiator,TAAR1 antagonist,CHO parental Ca,CHRM1 antagonist,CHO-K1 Ca ag
CCOC(=O)C1=C(Cn2cnc3ccccc32)NC(=O)NC1c1ccc(OC)cc1 (stereo not given),2.4,0.0,-0.6,-3.0,3.0,-8.9,-19.3,1.1,0.0
COc1cccc(C(=O)NC(=S)Nc2ccc3c4c(cccc24)CC3)c1,-6.6,3.8,17.7,-2.7,-2.4,-30.7,-14.4,2.6,0.4
O=C1[C@@H]2C(c3cccnc3)=NO[C@@H]2C(=O)N1c1ccc(Cl)cc1Cl,-9.2,5.2,17.0,-1.6,5.8,-33.1,-4.6,-17.6,2.2
Cc1ccc(C)c(NC(=S)NCCc2ccc(F)cc2)c1,-2.9,1.7,10.8,-11.2,-4.8,5.1,-8.4,-2.5,1.5
CCOC(=O)c1ccccc1NC(=O)c1ccc2nc[nH]c2c1,-7.2,6.3,-3.6,-8.1,-8.3,-13.3,-18.7,-7.9,0.6
c1ccc(-c2ccccc2OCCCCn2ccnc2)cc1,-8.1,-0.4,9.8,-6.3,-5.9,2.1,-11.6,13.1,2.6
CC1Cc2cc(S(=O)(=O)NCc3ccccc3)ccc2N1C(=O)C1CCC1 (stereo not given),-6.5,-3.0,6.5,0.1,-16.6,-16.5,0.1,-9.5,1.8
Cc1cc(-c2ccccc2)nc(Cl)c1C#N,-16.5,-2.0,15.8,-11.5,-1.2,0.2,-19.6,-2.6,-0.2
CC(C)(C)OC(=O)NCCCCCNC(=O)c1nc[nH]c1C(=O)NCc1ccc(CNC(=O)OC(C)(C)C)cc1,14.5,23.3,-10.6,6.0,-8.0,81.0*,40.4*,67.8*,15.5*
COCCCNC(=O)CC(=O)N/N=C\c1ccc(SC)cc1,-6.7,14.7,21.9,-6.2,-1.0,-7.1,-8.7,-11.6,1.6
C=CCc1cc(Cl)ccc1OCCNCCCOC,-10.1,11.9,5.4,-8.4,-10.0,-15.6,-8.1,7.5,2.4
COc1ccc2nc(SCC(=O)NCC(F)(F)F)[nH]c2c1,2.6,-0.6,2.4,-2.1,-5.8,-9.6,-20.0,-3.0,0.3
COc1ccc(Cn2c(C)nnc2-c2cnn(C)c2N)cc1OC,-11.4,0.6,4.9,-2.5,-11.4,-7.4,4.0,-6.2,1.7
COC(=O)Nc1ccc(S(=O)(=O)NNC(=O)c2c(O)c3ccccc3[nH]c2=O)cc1,-3.2,16.1,0.3,-3.2,-8.7,42.7,-6.6,-1.7,0.0
CCOc1ccc(S(=O)(=O)Nc2ccccn2)c2ccccc12,-13.6,6.0,6.0,-3.6,-0.2,3.9,-11.3,-4.2,0.2
Cc1ccc(N=Cc2cc3c(cc2[N+](=O)[O-])OCO3)cc1[N+](=O)[O-],6.1,-0.1,-19.7,-4.9,-4.8,-22.4,-2.3,-6.0,0.2
CCOC(=O)N1CCN(C(=O)CS(=O)(=O)c2cn(Cc3ccccc3C)c3ccccc23)CC1,-2.8,x,-0.6,-2.4,-4.8,x,-19.1,4.6,0.9
Cc1ccc(CNC(=O)CSc2nc(C)cc(C)c2C#N)cc1,-7.0,-1.0,20.2,-5.9,3.0,10.3,-15.6,10.4,0.0
NS(=O)(=O)c1ccc(NC(=O)CN2CCN(S(=O)(=O)c3cccs3)CC2)cc1,-0.3,0.2,27.1,-5.5,x,-0.9,x,-6.1,1.4
CCOC(=O)/C(=N\Nc1ccc(C(C)=O)cc1)c1csc(Nc2ccccc2)n1,-8.0,2.3,24.9,-5.9,-9.9,18.5,-17.1,0.6,0.8
COC(=O)Nc1ccc(S(=O)(=O)N2CCCCCC2)cc1,-8.7,1.1,17.7,-2.1,-1.4,10.0,1.4,-3.6,0.9
OCCNCc1cc(Br)ccc1OCc1ccc(Cl)cc1Cl,16.0,55.6*,9.8,5.3,x,-7.1,x,-7.1,3.2
CC(C)NS(=O)(=O)c1ccc(OCC(=O)N(C)Cc2ccccc2)cc1,4.2,3.9,-12.8,-2.0,-3.5,17.1,-12.7,-0.5,0.3
Cn1c(-c2cc3ccccc3oc2=O)nc2ccccc21,-10.8,3.6,9.3,-5.6,0.8,-23.8,-26.4,-4.8,1.6
C#CCN(Cc1ccco1)C(=O)c1cc(COc2ccc(F)cc2Cl)on1,-13.1,4.7,15.8,-13.0,-10.3,-4.0,-13.2,-2.4,0.9
Cc1csc(NC(=O)COc2ccc3c(c2)CCC3)n1,-9.8,-1.0,6.2,-6.3,2.2,8.3,-18.0,-15.5,0.0
COc1cc(C(=O)NC2CCCCCCC2)cc(OC)c1OC,-8.1,-0.5,26.2,-2.8,-2.8,-20.1,-33.1,-20.9,1.1
Cc1nn(CC(=O)c2ccc(Br)s2)c(C)c1[N+](=O)[O-],7.3,8.0,-23.6,-4.2,-6.0,10.8,-5.7,0.2,-0.2
COc1cc2ccccc2cc1C(=O)Nc1ccc(N2CCN(C)CC2)cc1,4.6,19.5,-4.3,-6.3,-2.3,0.3,-4.0,7.0,-0.2
CCOC(=O)C1=C(CN2CCN(c3ccc(F)cc3)CC2)NC(=O)NC1c1cccs1 (stereo not given),5.2,19.0,-1.3,-1.9,-9.7,-12.6,-20.3,10.3,1.6

# Compound activity as filed in PubChem.
